Screening data from PubChem.
mouse EphA4 binding – inhibitors of EphA4 binding to KYL peptide, primary screen, biochemical, colorimetric, mouse EphA4 (AID 689). Ephrin type-A receptor 4 (Mus musculus). EphA4-AP binding to KYL peptide, pNPP A405; higher % means a stronger effect. 0.1% of 62,000 active. inhibition, % at 10 µM, or IC50 in µM where a hit was titrated; in the data active = a potency from the dose series; inactive = the rest, 99 in 100 with inhibition below about 22%
The depositor's hits bear a star. This is a subset; count on the stated rates, not on these rows.

SMILES	mouse EphA4 binding
COc1ccc(C(=O)COC(=O)CNC(=O)C2CCCCC2)c(OC)c1	7%
CN(C(=O)CSc1ccccc1C(=O)O)C1CCCCC1	-8%
CCC(=O)N1CCc2cc(Br)cc(S(=O)(=O)CCC(=O)NCC3CCCO3)c21 (centres undefined)	-7%
Cc1nnsc1NC(=O)OCc1ccc(C(C)(C)C)cc1	-13%
CCOc1ccccc1NC(=O)C1CCCN(S(=O)(=O)c2cccc3nsnc23)C1 (centres undefined)	5%
Cc1cccc(-c2oc(C)c(C)[n+]2[O-])c1	4%
COc1ccc(C2CC(=O)C3=C(C2)Nc2ccccc2NC3c2coc3ccc(C)cc3c2=O)cc1 (centres undefined)	3%
CCOC(=O)c1ccc(NS(=O)(=O)c2cc(-c3nnnn3CC)ccc2OC)cc1	1%
COc1ccc(O)c(C=Nc2cc(C)on2)c1	-9%
COc1ccc(C2C(C(=O)NCc3ccco3)CCC(=O)N2c2ccc(OC)cc2)cc1 (centres undefined)	6%
COc1ccc(C(=O)NCCn2ccc3ccccc32)c(OC)c1	1%
CCCC1Cc2c(sc3ncnc(N)c23)CO1 (centres undefined)	-4%
Cc1ccc(C(=O)O)cc1NC(=S)NC(=O)Cc1ccccc1	-2%
Cc1ccc(OC(=O)c2ccc3snnc3c2)cc1	-6%
Cc1ccc(N2C(N)=C(C#N)C(c3ccsc3)C3=C2CC(C)(C)CC3=O)cc1 (centres undefined)	-2%
CCN(CC)C(=O)c1c(NC(=O)c2ccccc2)sc(C)c1C	-4%
Cc1ccc(-c2noc(CCCC(=O)N3CCOCC3)n2)cc1	-4%
CCOc1ccc(C(=S)N2CCOCC2)cc1OCC	7%
CCOC(=O)CN(C(=O)CSc1nnc2c(n1)[nH]c1ccccc12)c1ccccc1	5%
Cc1onc(-c2ccccc2Cl)c1C(=O)Nc1ccc(O)c(C(=O)O)c1	-2%

Individual results from above:
For mouse EphA4 binding, CCOC(=O)CN(C(=O)CSc1nnc2c(n1)[nH]c1ccccc12)c1ccccc1 is entered as 5%
For mouse EphA4 binding, CCOc1ccccc1NC(=O)C1CCCN(S(=O)(=O)c2cccc3nsnc23)C1 (centres undefined) is entered as 5%
For mouse EphA4 binding, Cc1cccc(-c2oc(C)c(C)[n+]2[O-])c1 is entered as 4%
For mouse EphA4 binding, Cc1ccc(N2C(N)=C(C#N)C(c3ccsc3)C3=C2CC(C)(C)CC3=O)cc1 (centres undefined) is entered as -2%

Continuation.
SMILES	mouse EphA4 binding
Cc1ccccc1-n1ncc2c(SCC(=O)N3c4ccccc4CC3C)ncnc21 (centres undefined)	-5%
N#CC1=C(C2CC2)CC(c2ccccc2)C(C#N)=C1N (centres undefined)	-21%
COc1ccc(CNc2nc3nc(C)cc(C)n3n2)cc1	-18%
CCc1ccc(-c2nc(CN3CCC(C(=O)N4CCN(c5ccccc5)CC4)CC3)c(C)o2)cc1	-6%
CS(=O)(=O)N(CC(=O)N1CCCC1)c1cc(Cl)c(Cl)cc1Cl	-2%
Cc1ccc(S(=O)(=O)N2CCN(C(C)C(=O)N3CCCc4ccccc43)CC2)cc1 (centres undefined)	-13%
COc1cccc(C2=NOC(C(=O)N3CCN(Cc4ccccc4)CC3)C2)c1OC (centres undefined)	-3%
Cc1cccc(N2C(=S)N=C(Nc3c(C)cccc3C)C23CCOC(C)(C)C3)c1 (centres undefined)	-10%
CC(C)C(=O)c1cn(CC(=O)NCC2CCCO2)c2ccccc12 (centres undefined)	-4%
O=C(NC1CCCCC1)C(c1ccc(F)cc1)N(C(=O)Cc1ccsc1)c1ccc(F)cc1 (centres undefined)	0%
O=C(O)COc1ccc(/C=C2\C(=O)NN(c3ccccc3)C2=O)cc1	-3%
N#Cc1nc(-c2ccccc2Cl)oc1NCC1CCCO1 (centres undefined)	-2%
C#CC[N+](C)(C)C(C#Cc1ccccc1)CC=C (centres undefined)	7%
CN1C(=O)/C(=C2/C=CC=CN2C)OC1=S	-11%
Cc1c(CN(C)C(=O)c2sc3cc(Cl)ccc3c2Cl)cnn1C	-2%
COc1ccc(S(=O)(=O)N(CC(=O)Nc2cc(C)on2)Cc2ccccc2)cc1	-19%
Cc1nn(-c2ccc(I)cc2)c(C)c1-c1cccc([N+](=O)[O-])c1	2%
COc1ccccc1CN(C(=O)Cc1cccs1)C(C(=O)NC1CCCC1)c1ccncc1 (centres undefined)	3%
CCCCn1c(=NC(=O)c2ccco2)c(C(=O)OCC)cc2c(=O)n3ccccc3nc21	19%
COc1cccc(OC)c1C(=O)NCc1ccc(S(N)(=O)=O)cc1	-4%
Cc1nc(Nc2nc3ccccc3o2)[nH]c(=O)c1C	-4%
COC(=O)c1ccc(CN(c2ccc(C)cc2)S(=O)(=O)c2ccc3c(c2)OCCO3)o1	-5%
O=C(NCCNS(=O)(=O)c1ccccc1)N1CCOCC1	-7%
CCC(C(=O)Nc1nnc(-c2ccco2)s1)c1ccccc1 (centres undefined)	1%
CC[n+]1c(/C=C/C=C/N(C(C)=O)c2ccccc2)sc2ccccc21	23%
O=C(Nc1ccc2nn(-c3ccccc3)nc2c1)c1ccc(I)cc1	21%
C=CCn1c(=O)c(C(=O)Nc2ccccc2O)c(O)c2ccccc21	8%
O=C(c1ccc(S(=O)(=O)N2CCOCC2)cc1)N1CCN(c2ccccc2)CC1	-7%
CCCn1c(SCC(=O)N2CCCC2)nc2c1c(=O)n(C)c(=O)n2C	-11%
CCOC(=O)C1=C(C)OC(N)=C(C#N)C1c1c(C)c(C)cc(C)c1C (centres undefined)	-4%
CN(C)c1ccnc(Oc2ccccc2)c1C#N	4%
Cc1ccc(Cn2c(SCC(=O)NCC3CCCO3)nc3c(sc4ccccc43)c2=O)cc1 (centres undefined)	-14%
O=C(Nc1cccc(Cl)c1)Nc1nnc(Cc2ccc(Cl)cc2Cl)s1	-4%
C=CCOc1ccccc1C=C1C(=O)NC(=O)NC1=O	-4%
CCCCC1CC(CSC(=N)N)OC1=O (centres undefined)	-11%
Cc1cc(C(=O)Nc2ccc(C(=O)O)cc2)c(-c2ccccc2)o1	-2%
COCCn1c(C2CCCCC2)nc2sc3ccccc3c(=O)c2c1=O	-6%
CC(=O)Nc1cccc(NC(=O)CSc2nnc(Cc3cccn3C)n2CCc2ccccc2)c1	4%
COc1ccc(-n2c(C)c(C(C)=O)c(C(C)=O)c2C)cc1OC	-13%
COc1ccc(S(=O)(=O)N2CCC(C(=O)Nc3ccccc3C)CC2)c2cccnc12	2%
CC(=O)CC1OC(=O)C(Br)=C1NCc1ccccc1 (centres undefined)	-5%
CCN(CCCNC(=O)C1CCCN(S(=O)(=O)CC)C1)c1cccc(C)c1 (centres undefined)	0%
Cc1ccc(S(=O)(=O)N2CCCCC2C(=O)NCc2ccco2)cc1 (centres undefined)	-2%
O=C(N/N=C/c1ccc(F)cc1)c1cc(-c2ccco2)nc2ccccc12	43%
O=C(O)C1Cc2c([nH]c3ccccc23)C(c2ccc3c(c2)OCO3)N1 (centres undefined)	-7%
CCOC(=O)N1CCN(C(=O)CN(c2cccc(C)c2)S(=O)(=O)c2ccccc2)CC1	1%
C=CCc1ccc(OCCOCCOc2ccc(C)cc2[N+](=O)[O-])c(OC)c1	-7%
Cc1ccccc1-n1nnnc1SCC(N)=O	-13%
COc1ccc(OC)c(NC(=O)C2CCN(S(=O)(=O)c3cccs3)CC2)c1	-6%
COc1ccc(N(CC(=O)NCCSc2ccccn2)S(C)(=O)=O)cc1Cl	3%
CC(=O)c1cccc(NC(=O)c2ccco2)c1	-2%
CC(C)c1ccc2oc(=O)cc(CN3CCN(c4ccccc4)CC3)c2c1	-8%
O=C(c1cc2cc(Cl)cc(Cl)c2oc1=O)N1CCOCC1	-6%
Cc1cc(N2CCOCC2)nc(NCc2ccccc2)n1	3%
O=C(CCC(=O)N(CC(=O)NC1CCCCC1)c1ccc2c(c1)OCO2)Nc1ccccn1	-20%
COc1cc(CC(=O)Nc2sccc2C(N)=O)cc(OC)c1OC	1%
CCOC(=O)c1c(NC(=O)Cc2cccs2)sc2c1CCCC2	-8%
Cc1c(C(c2cccc([N+](=O)[O-])c2O)c2c(C)n(C)n(-c3ccccc3)c2=O)c(=O)n(-c2ccccc2)n1C	-8%
CCc1nnc(NC(=O)c2ccc(S(=O)(=O)N3CCN(Cc4ccccc4)CC3)cc2)s1	8%
CCOC(=O)N1CCN(C(=O)c2ccc(S(=O)(=O)c3ccc(C)cc3)c(NC(C)=O)c2)CC1	-6%

Some of the entries so far, as comma-separated lines.
SMILES,mouse EphA4 binding
COc1ccc(OC)c(NC(=O)C2CCN(S(=O)(=O)c3cccs3)CC2)c1,-6%
O=C(O)C1Cc2c([nH]c3ccccc23)C(c2ccc3c(c2)OCO3)N1 (centres undefined),-7%
O=C(CCC(=O)N(CC(=O)NC1CCCCC1)c1ccc2c(c1)OCO2)Nc1ccccn1,-20%
Cc1ccccc1-n1nnnc1SCC(N)=O,-13%
Cc1ccc(S(=O)(=O)N2CCCCC2C(=O)NCc2ccco2)cc1 (centres undefined),-2%

Going on with the list.
SMILES	mouse EphA4 binding
CCOC(=O)c1sc2nc(N3CCCC3)c3c(c2c1N)CC(C)(C)OC3	9%
CCc1nnc(NC(=O)CSc2ncnc3scc(-c4ccc(C)cc4)c23)s1	-9%
Cc1ccc2oc(-c3ccc(NC(=O)c4ccc(C(C)(C)C)cc4)cc3O)nc2c1	-6%
O=C(Cn1ccsc1=NC(=O)C(F)(F)F)c1ccccc1	-18%
O=[N+]([O-])c1cc(C(F)(F)F)ccc1N1CCN(S(=O)(=O)c2ccccc2)CC1	11%
Cc1nc(N2CCN(S(=O)(=O)c3cccc4nonc34)CC2)c2c3c(sc2n1)CCCC3	-2%
O=C(NC1=NCCS1)c1ccc(OCC2CCCO2)cc1 (centres undefined)	-20%
COc1nc(-c2ccccc2)ccc1-c1noc(-c2ccc(F)cc2)n1	8%
O=C(Nc1cccc(-c2nnc(-c3ccco3)o2)c1)C(c1ccccc1)c1ccccc1	-3%
COc1ccc(N2CC(C(=O)NCCCN3CCOCC3)CC2=O)cc1 (centres undefined)	-14%
COc1cc2c(cc1NC(=O)/C=C/c1ccccc1)oc1ccccc12	0%
CCOC(=O)CS(=O)(=O)c1nc(-c2ccccc2)cc(C(F)(F)F)n1	1%
O=c1[nH]c(=O)n(CCOc2ccc(Cl)cc2)cc1Br	-8%
COc1ccc(N(CC(=O)O)S(C)(=O)=O)cc1Cl	-7%
CC(=O)NC12CC3CC(CC(CCC(=O)O)(C3)C1)C2	-8%
O=C(CCCCCN1C(=O)c2ccccc2C1=O)NCc1ccco1	-23%
COc1ccc(N(CC(=O)N2CC=C(c3ccccc3)CC2)S(=O)(=O)c2c(C)noc2C)cc1	7%
CCOC(=O)C1CCCN(CC(=O)Nc2c(C(=O)OC)[nH]c3ccc(C)cc23)C1 (centres undefined)	-1%
Cc1ccc(C(=O)NC2Sc3ccccc3N=C2c2ccccc2)cc1 (centres undefined)	5%
CCC(C)Oc1ccccc1C1CC(=O)NC2=C1C(=O)CCC2 (centres undefined)	-9%
O=C(CSc1nnnn1-c1ccc(F)cc1)Nc1ccc(N2CCOCC2)c(Cl)c1	-9%
N#CC1=C(N)SC(N)=C(C#N)C1c1c(Cl)cccc1Cl	6%
Cc1cccc(C(=O)O/N=C2\CCS(=O)(=O)c3sccc32)c1	-14%
O=C(C(Cc1ccccc1)n1cccc1)N1CCN(c2ccccc2)CC1 (centres undefined)	7%
COc1cc(C)nc(Nc2nc(C)c3ccc(C)cc3n2)n1	0%
CCc1ccc(NC(=O)c2ccccc2NC(=O)C2CCCO2)cc1 (centres undefined)	-2%
O=C1NC(=O)N(c2ccc(Cl)cc2)C(=O)/C1=C/c1cc(I)c(O)c([N+](=O)[O-])c1	-4%
COC(=O)c1ccc(C2C(Oc3ccccc3C)C(=O)N2CCc2ccc(OC)c(OC)c2)cc1 (centres undefined)	21%
O=c1[nH]c2ccc(S(=O)(=O)N3CCN(c4ccccc4)CC3)cc2[nH]c1=O	7%
COc1cccc2cc(C(=O)C3=C(O)C(=O)N(CCN(C)C)C3c3ccc(F)cc3)oc12 (centres undefined)	1%
COc1ccccc1NC(=O)CN(c1ccc(C)cc1)S(=O)(=O)c1c(C)n[nH]c1C	16%
COc1cccc(N2CC(O)Cn3c2nc2c3c(=O)n(CCCc3ccccc3)c(=O)n2C)c1 (centres undefined)	16%
CC(C)Nc1nc(NC(C)C)nc(N(C)C#N)n1	-16%
Cc1noc(C)c1S(=O)(=O)Nc1ccc(C(=O)NC2CCCCC2)cc1	2%
O=[N+]([O-])c1cccnc1NCCNc1ncc(C(F)(F)F)cc1Cl	-6%
CCN1C(=O)/C(=C2\SC(=S)N(CC3CCCO3)C2=O)c2ccccc21 (centres undefined)	2%
O=C(CSc1nnc(-c2ccccc2)o1)c1ccc2c(c1)OCCO2	0%
CCN(Cc1cc2ccc(C)cc2[nH]c1=O)C(=O)c1ccncc1	-10%
Cc1ccc(OCC(=O)NNC(=O)CCC(=O)NCc2ccccc2)cc1	-19%
COc1ccc(NS(=O)(=O)c2ccc3c(c2)oc(=O)n3C)c(OC)c1	-3%
CC1CCCC(C)N1CCNC(=O)Cn1nc(-c2ccccc2)ccc1=O (centres undefined)	-8%
COc1cccc(C(CC(=O)NCC2CCCO2)NS(=O)(=O)c2ccc(C)cc2)c1OC (centres undefined)	-14%

Part of the list above in order of length of the SMILES, smallest number first.
SMILES	mouse EphA4 binding
N#CC1=C(N)SC(N)=C(C#N)C1c1c(Cl)cccc1Cl	6%
Cc1cccc(C(=O)O/N=C2\CCS(=O)(=O)c3sccc32)c1	-14%
O=C1NC(=O)N(c2ccc(Cl)cc2)C(=O)/C1=C/c1cc(I)c(O)c([N+](=O)[O-])c1	-4%

4 compounds from above, arranged by the value under mouse EphA4 binding, lowest first:
SMILES	mouse EphA4 binding
Cc1ccc(OCC(=O)NNC(=O)CCC(=O)NCc2ccccc2)cc1	-19%
CN(C(=O)CSc1ccccc1C(=O)O)C1CCCCC1	-8%
O=C(c1ccc(S(=O)(=O)N2CCOCC2)cc1)N1CCN(c2ccccc2)CC1	-7%
CCCCn1c(=NC(=O)c2ccco2)c(C(=O)OCC)cc2c(=O)n3ccccc3nc21	19%
